HT1080 cytotoxicity – HT1080 cell viability loss – fluorescence readout (AID 620). cytotoxicity, % at 10 µM, or EC50 in µM where a hit was titrated. actives 0.42% (n = 87,000). HT1080 viability, fluorescence; higher % means a stronger effect; in the data active = cytotoxicity above about 50%;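 also: cells exposed to compound overnight then 4 h with Alamar Blue; 0% = vehicle DMSO and 100% = killing control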
* = called active by the depositor. This is a subset, so the mix of outcomes need not match the whole.

canonical_smiles,HT1080 cytotoxicity
CCCn1cc(NC(=O)c2cc(-c3ccccc3)on2)cn1,-5%
CN1CCN(C(=O)CN(CCc2ccccc2)S(C)(=O)=O)CC1,-5%
CC(C)CN(C(=O)CSc1nnc2ccccn12)c1c(N)n(CC(C)C)c(=O)[nH]c1=O,-13%
CCCn1c(SCC(=O)Nc2nc3ccccc3s2)nc2c1c(=O)n(C)c(=O)n2C,-2%
COc1ccc(CNC(=O)[C@H](C)[C@H]2C[C@]2(C)[C@H](NC(=O)OCc2ccccc2)c2ccccc2)cc1OC,-2%
CN(C)S(=O)(=O)N(CC(=O)Nc1cccc(F)c1)c1ccccc1,7%
Cc1nn(-c2cc(C)c3ccccc3n2)c2c1C1C(C2)C1(C)C (stereo unspecified),-12%
O=c1[nH]ncc(N/N=C/c2ccccc2)c1Cl,-6%
COc1nccnc1NS(=O)(=O)c1ccc(NS(=O)(=O)c2ccc(NC(C)=O)cc2)cc1,-5%
O=C(CCS(=O)(=O)Cc1ccc(Cl)cc1)NCCCN1CCOCC1,6%
C=CCNC(=S)NNC(=O)c1ccc(OCCC)cc1,-9%
COc1ccc(NC(=O)N(CCc2ccccc2)Cc2cc3c(C)cc(C)cc3[nH]c2=O)cc1,21%
CC1(C)Cc2c(cnn2-c2ccccc2)-c2c1c1ccccc1n2CC(O)CBr (stereo unspecified),1%
O=C1CSc2ccc(C(=O)NCCC3=CCCCC3)cc2N1,-2%
COc1ccc(NC(=O)c2cccc(F)c2)cc1Cl,4%
CCS(=O)(=O)n1nc(-c2ccc(Cl)cc2)nc1SCc1ccccc1,-7%
CC(C)(C)C(=O)Nc1cc(C(F)(F)F)ccc1N1CCOCC1,6%
COc1ccc(CCNC(=O)C2CCN(S(=O)(=O)c3ccc(Cl)cc3)CC2)cc1OC,6%
COCCNc1nc2ccccc2nc1NS(=O)(=O)c1ccc(C)cc1C,0%
CCn1c(SCC(=O)Nc2ccccc2C(=O)OC)nnc1-c1cccc(C)c1,-6%
COc1ccnc(CSC(N)=Nc2ccccc2OC)c1,-22%
CCOc1nc(Nc2cc(Cl)ccc2OC)nc(OCC)n1,-2%
CN=Cc1c(NC)nc2c(C)cccn2c1=O,-22%
Cc1cc(C)cc(N2CCCC2=O)c1,4%
Cc1ccc(Nc2nc(N)nc(CSc3nncn3C)n2)cc1,14%
Cc1nc(N[C@@H](Cc2ccccc2)C(=O)O)c2oc3ccccc3c2n1,-30%
C=CC(=O)N1c2ccccc2Sc2ccc(NC(=O)OCC)cc21,-11%
Cc1ccc(NC(=O)CN2C(=O)S/C(=C\c3ccc(-c4cccc(C(=O)O)c4C)o3)C2=O)cc1,0%
COc1ccc(C(C#N)N2N=C(C)CC2(C)C)cc1OC (stereo unspecified),-9%
O=S(=O)(Nc1nc2c(s1)CCCC2)c1ccc(Br)cc1,2%
O=C(NCc1ccc2c(c1)OCO2)C1(S(=O)(=O)c2ccccc2)CC1,0%
Cc1ccc(S(=O)(=O)C2CCOC2=O)cc1 (stereo unspecified),-11%
CC(=O)Nc1ccc2c(c1)nc(CN1CCCC1)n2C,-9%
Cc1cc(C)n2c(SCc3ccc(Cl)cc3Cl)nnc2n1,-8%
CCNc1nc(NC(C)C)nc(SCCOc2ccc(C)cc2)n1,-6%
COc1ccc(C(C(=O)NCc2ccccc2)N(Cc2ccc3c(c2)OCO3)C(=O)c2cnccn2)cc1 (stereo unspecified),7%
COc1ccc(CNC(=O)c2cnccn2)cc1,-4%
CCOC(=O)c1nn(-c2ccc(OCC)cc2)c2nc(CC(C)C)c(C#N)c(=O)n12,2%
Cc1ccc2c(N)c(C(=O)N(c3ccccc3)c3ccccc3)sc2n1,6%
CC(C)CNc1nc(Oc2ccc(=O)[nH]n2)nc(N(C)C)n1,-8%

Not a retest: an excerpt of the list.
canonical_smiles,HT1080 cytotoxicity
CC(=O)Nc1ccc2c(c1)nc(CN1CCCC1)n2C,-9%
Cc1cc(C)n2c(SCc3ccc(Cl)cc3Cl)nnc2n1,-8%

Following part:
canonical_smiles,HT1080 cytotoxicity
COc1ccc(-c2nnc(SCC(=O)NCCc3ccccc3)o2)cc1,-6%
O=C(Nc1ccc(S(=O)(=O)N2CCCCC2)cc1)c1ccccc1Cl,1%
O=C(C1CCCN(S(=O)(=O)c2cccc3nonc23)C1)N1CCN(c2cccc(Cl)c2)CC1 (stereo unspecified),-3%
COc1ccc(CCNC(=O)c2cc(-c3ccc(C)cc3O)n[nH]2)cc1OC,-4%
COc1ccc(CCNc2ccncn2)cc1OC,-3%
COc1ccc(NC(=O)COC(=O)c2c(-c3ccccc3)noc2C)cc1,-11%
CCCn1nnc(NC(=O)Cc2ccccc2)n1,-5%
CC(C)c1ccccc1OCC(=O)NCC(c1cccs1)N1CCOCC1 (stereo unspecified),-12%
COc1ccc2oc(C(F)(F)C(F)(F)F)cc(=O)c2c1,-6%
COc1ccc2[nH]cc(CCN3C(=O)CCC3=O)c2c1,22%
O=C1c2ccsc2SCCN1Cc1ccc(Cl)cc1Cl,-11%
COc1ccc(S(=O)(=O)N2N=C(C)Oc3ccccc3C2=O)cc1,60%*
CC1(C)Oc2nc3ccccc3n2/C1=C\C#N,-2%
COC(=O)c1cccc(C23CC4(C2)[C@H](CN(C)[C@@H]4c2ccccc2)C3c2ccc(C(F)(F)F)cc2)c1 (stereo partly specified),-5%
O=C1C(c2ccc(F)cc2)N(CC2COc3ccccc3O2)C(=O)CN1C1CCCCC1 (stereo unspecified),11%
Nc1cc(=O)[nH]c(SCC(=O)Nc2cc(Cl)cc(Cl)c2)n1,8%
COc1cc2[nH]c(=O)n(CCCCCC(=O)NCCc3c[nH]c4ccccc34)c(=O)c2cc1OC,2%
CC1CCCC/C1=N\NS(=O)(=O)c1ccc(Br)cc1 (stereo unspecified),-4%
Cn1nnc(NC(=O)c2ccc3ccccc3c2)n1,-11%
COc1nc(OCC#N)nc(N(C)C)n1,-16%
CC1Cc2ccccc2N1Cc1nc2cc(C(F)(F)F)ccc2c(=O)[nH]1 (stereo unspecified),-8%
CCOC(=O)c1cnn(Cc2ccccc2)c1N,11%
O=C(COC(=O)CNC(=O)c1ccco1)Nc1ccc(Cl)cn1,-7%
Cc1ccccc1Oc1ccc(-c2nc(N)nc(N)n2)cc1,6%

The list goes on; it opens with the seven that closed the last part.
canonical_smiles,HT1080 cytotoxicity
CC1CCCC/C1=N\NS(=O)(=O)c1ccc(Br)cc1 (stereo unspecified),-4%
Cn1nnc(NC(=O)c2ccc3ccccc3c2)n1,-11%
COc1nc(OCC#N)nc(N(C)C)n1,-16%
CC1Cc2ccccc2N1Cc1nc2cc(C(F)(F)F)ccc2c(=O)[nH]1 (stereo unspecified),-8%
CCOC(=O)c1cnn(Cc2ccccc2)c1N,11%
O=C(COC(=O)CNC(=O)c1ccco1)Nc1ccc(Cl)cn1,-7%
Cc1ccccc1Oc1ccc(-c2nc(N)nc(N)n2)cc1,6%
CNC(=O)COc1ncnc2sc(C)c(C)c12,-6%
O=C(Nc1ccccc1C(=O)NCCc1ccccc1)c1ccco1,-4%
O=C(O)CCC(=O)Nc1ccc(C(=O)N2CCCCC2)cc1,3%
CCn1cc(Br)c(C(=O)Nc2ccc(Cl)cc2Cl)n1,-14%
CC(=O)c1c(C)[nH]c(C(=O)Nc2ccc(C)c(C)c2)c1C,3%
S=c1nccc(-c2cc(Cl)sc2Cl)[nH]1,-10%
Cc1cc(C)c(NC(=S)N2CCC(N(C)CC3CCCO3)CC2)c(C)c1 (stereo unspecified),0%
COCc1n[nH]c(=S)n1-c1ccccc1,-8%
COc1cc(OC)nc(NC(C)=O)n1,3%
Cc1nnc(SCC(=O)Nc2sc3c(c2C(N)=O)CCCC3)[nH]c1=O,-6%
CC1CCCN(C(=O)C2CCN(CC(C)c3ccccc3)CC2)C1 (stereo unspecified),-19%
COC(=O)[C@@]1(Cc2ccc(F)cc2)[C@H]2c3cc(C(=O)N(C)C)n(CCN4CCOCC4)c3C[C@H]2CN1C(=O)c1ccccc1,-17%
Cc1ccc(-c2nc3ccccc3s2)cc1S(=O)(=O)N1CCCC1,-8%
CC(=O)Nc1ccc(C(=O)N(C)c2ccccc2)cc1,-6%
COc1ccc2nc(SCC(=O)Nc3ccccc3C)[nH]c2c1,-4%
COC(=O)C1=C(C)NC(=O)NC1c1ccsc1 (stereo unspecified),-16%
CC(C)CC(=O)Nc1nnc(-c2ccco2)s1,-11%
Cc1cnc(C(=O)OCC(=O)N(C(C)C)C(C)C)cn1,-8%
O=S(=O)(c1ccc(Cl)cc1)c1snnc1-c1ccccc1,21µM*
CC(=O)c1cccc(NC(=O)CSc2nnc(-c3cccnc3)o2)c1,-1%
CC(Cc1ccccc1)C(=O)Nc1ccccc1 (stereo unspecified),-13%
Cc1cccc(C(=O)NC2CCN(C(=O)N3CCOCC3)CC2)c1,-10%
Cc1ccc(CC(=O)N2CCN(c3ccccn3)CC2)cc1,-8%
CCNc1nc(NC(C)C)nc(N(C#N)CCOc2ccccc2)n1,-18%
O=C1NC(Cc2c[nH]c3ccccc23)C(=O)N1c1ccc(F)cc1 (stereo unspecified),8%
Cc1cc2c3c(c1)C(C)(c1ccccc1)CC(C)(C)N3C(=O)C21C(C#N)=C(N)OC2=C1C(=O)CC(C)(C)C2 (stereo unspecified),-8%
COC(=O)c1cncc(O)c1,18%
CCOC(=O)c1c(NC(=O)c2ccc(C)cc2)sc2c1CC(C)(C)OC2,34%
CCOC(=O)c1nn(-c2ccc(F)cc2)c2nc(CC(C)C)c(C#N)c(=O)n12,-6%
CCOc1ccc(NC(=O)CC2C(=O)N(c3ccccc3)C(=O)N2Cc2ccccn2)cc1 (stereo unspecified),1%
CC1CN(C(=O)CCc2ccccc2)C(C)CN1C(=O)CCc1ccccc1 (stereo unspecified),-17%
Cc1cnnn1-c1ccc(C(=O)CCl)cc1,3%
CC1(C)OC(=O)N(c2ccccc2)C12C=Cc1c(ccc3ccccc13)O2 (stereo unspecified),9%
COc1ccc2c(CC(=O)N3CCc4ccccc43)coc2c1,24%
O=C(c1cc2ccccc2o1)N1CCN(S(=O)(=O)c2cccs2)CC1,-4%
O=C(NCc1ccc(F)cc1)c1cc2sccc2n1Cc1ccc(F)cc1,9%
COc1ccc(-c2nnc(NC(=O)C3CCCO3)s2)cc1 (stereo unspecified),-14%
CCCOC(=S)Nc1ccccc1,26%
O=[N+]([O-])c1ccc(Sc2cccc3cccnc23)cc1,44%
CC1CN(c2ccc(S(=O)(=O)N3CCOCC3)cn2)CC(C)O1 (stereo unspecified),-5%
COc1c(N2CCN(C(=S)NCc3ccccc3)C(C)C2)c(F)cc2c(=O)c(C(=O)O)cn(C3CC3)c12 (stereo unspecified),26%
COC(=O)c1ccc(-n2c(C)nc(=O)c(-c3ccccc3)c2C)cc1,-10%
Cc1cccc(-n2c(=O)c(C#N)cc3c(=O)n4ccccc4nc32)c1,-3%
c1coc(CNC2CCCCC2)c1,0%
CC1CCC(N2CCN(c3ncccn3)CC2)C1 (stereo unspecified),-4%
COc1ccc(CC(=O)NC(C)(C)CC(C)=O)cc1OC,-4%
CCN(c1ccccc1)S(=O)(=O)c1cc(OC)ccc1OC,5%
CCN(c1cccc(C)c1)S(=O)(=O)c1ccc2c3c(cccc13)C(=O)N2,12%
CCCCNC(=O)CCc1c(C)nc2nc(-c3cc(OC)cc(OC)c3)nn2c1C,2%
O=C(O)c1ccc(-c2cccc(Cl)c2)o1,4%
O=C(Nc1ccc(N2CCN(C(=O)c3ccccc3)CC2)cc1)c1ccc2c(c1)OCO2,-9%
CCOc1ccc(Br)cc1S(=O)(=O)Nc1nc(CN2CCOCC2)nc2sc(C)c(C)c12,-14%
O=S(=O)(Nc1ccc2c(c1)OCCO2)c1ccc(F)cc1,12%
COc1ccc(C2C(=O)N(CCc3ccccc3)CC(=O)N2C2CCCCC2)cc1 (stereo unspecified),-8%
O=C(c1cn(-c2ccccc2)nc1-c1cccs1)N1CCOCC1,-5%
CCn1c(N2CCN(C(=O)Nc3ccc(F)cc3)CC2)nc2ccccc21,-1%

New compounds follow
canonical_smiles,HT1080 cytotoxicity
Cc1ccc2nc(SCC(=O)c3ccc4c(c3)OCO4)[nH]c2c1,5%
Cc1onc(-c2ccccc2)c1C(=O)NCCc1ccc(S(N)(=O)=O)cc1,-5%
CCCNC(=O)N1CCC(C(=O)c2ccc(F)cc2)CC1,-2%
COC(=O)c1c(C)c(C)nc(N)c1C#N,-2%
COc1cc(N=c2ssnc2Cl)c(OC)cc1Cl,-18%
CCCCNc1nc(CC(C)=O)ns1,11%
COc1cc(S(=O)(=O)N2CCC(c3nc4ccccc4s3)CC2)ccc1S(=O)(=O)NC1CCCC1,-3%
CCOc1ccc(NC(=O)CSc2nnc(C)n2Cc2ccccc2)cc1,4%
CC(=O)Nc1ccc(N2C(C(C)=O)=NN(c3ccccc3)C2c2cccs2)cc1 (stereo unspecified),-13%
CC1(C)NC(=O)N(CCCOc2ccccc2Br)C1=O,-6%
O=c1c(CN2CCN(c3cccc(Cl)c3)CC2)coc2c(Cl)cc(Cl)cc12,-1%
CSc1n[nH]c(NCc2ccc(C)cc2)n1,1%
O=C(NC(c1ccccc1)c1ccccc1)c1ccc(Br)o1,-1%
COCCN1CCN(c2cc(-c3ccccc3)nc3cc(-c4cccc(F)c4)nn23)CC1,-14%
